GPR151 ag: activators of human GPR151, primary screen, cell-based, PathHunter beta-arrestin, luminescence; PathHunter beta-arrestin GPR151 cells; activation, % at 11.2 µM; hit rate 1% among 650,000; in the data active = activation above about 4.9%;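 note: 0% = median of compound wells and 100% = cells with positive control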
Target sequence (Q8TDV0 whole entry, looked up): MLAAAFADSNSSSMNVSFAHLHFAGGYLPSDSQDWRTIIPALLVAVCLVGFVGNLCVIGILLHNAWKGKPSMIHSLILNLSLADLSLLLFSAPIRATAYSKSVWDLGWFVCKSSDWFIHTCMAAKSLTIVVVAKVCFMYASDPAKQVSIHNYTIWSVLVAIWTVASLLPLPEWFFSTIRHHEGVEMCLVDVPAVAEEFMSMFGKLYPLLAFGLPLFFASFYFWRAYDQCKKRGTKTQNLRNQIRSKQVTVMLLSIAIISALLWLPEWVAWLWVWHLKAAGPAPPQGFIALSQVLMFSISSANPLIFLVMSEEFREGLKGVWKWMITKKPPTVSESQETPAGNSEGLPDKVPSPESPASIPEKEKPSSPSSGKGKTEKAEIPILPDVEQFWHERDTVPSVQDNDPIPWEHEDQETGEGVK
MITF inh: MITF inhibitors, primary screen, biochemical, AlphaScreen, human; Microphthalmia-associated transcription factor (Homo sapiens), O75030; AlphaScreen MITF homodimerization, bead proximity signal; inhibition, % at 2.6 µM; hit rate 0.91% among 650,000; AID 1259374, 2018; in the data active = inhibition above about 50%;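 note: 0% = vehicle wells with protein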
TEAD-YAP inh: TEAD-YAP interaction inhibition, primary screen, TEAD-YAP interaction inhibitor project, luminescence, HEK-TIYL cells | TEAD-Gal4/YAP UAS-luciferase luminescence | inhibition, % at 9.12 µM | hit rate 1.4% among 640,000; in the data active = inhibition above about 32%;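 note: 0% = median of test compound wells and 100% = reference inhibitor wells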
FBW7 act: FBW7 E3 ligase activators, primary screen, biochemical, AlphaScreen, human; F-box/WD repeat-containing protein 7 (Homo sapiens), Q969H0; hit rate 0.13% among 650,000; AlphaScreen FBW7–phospho-cyclin E peptide binding, activator screen; normalized activity (activation), % at 26.1 µM; in the data active = normalized activity above about 1.9%;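 note: purified mutant Fbw7 with reduced substrate affinity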
Target sequence (Q969H0 whole entry, looked up): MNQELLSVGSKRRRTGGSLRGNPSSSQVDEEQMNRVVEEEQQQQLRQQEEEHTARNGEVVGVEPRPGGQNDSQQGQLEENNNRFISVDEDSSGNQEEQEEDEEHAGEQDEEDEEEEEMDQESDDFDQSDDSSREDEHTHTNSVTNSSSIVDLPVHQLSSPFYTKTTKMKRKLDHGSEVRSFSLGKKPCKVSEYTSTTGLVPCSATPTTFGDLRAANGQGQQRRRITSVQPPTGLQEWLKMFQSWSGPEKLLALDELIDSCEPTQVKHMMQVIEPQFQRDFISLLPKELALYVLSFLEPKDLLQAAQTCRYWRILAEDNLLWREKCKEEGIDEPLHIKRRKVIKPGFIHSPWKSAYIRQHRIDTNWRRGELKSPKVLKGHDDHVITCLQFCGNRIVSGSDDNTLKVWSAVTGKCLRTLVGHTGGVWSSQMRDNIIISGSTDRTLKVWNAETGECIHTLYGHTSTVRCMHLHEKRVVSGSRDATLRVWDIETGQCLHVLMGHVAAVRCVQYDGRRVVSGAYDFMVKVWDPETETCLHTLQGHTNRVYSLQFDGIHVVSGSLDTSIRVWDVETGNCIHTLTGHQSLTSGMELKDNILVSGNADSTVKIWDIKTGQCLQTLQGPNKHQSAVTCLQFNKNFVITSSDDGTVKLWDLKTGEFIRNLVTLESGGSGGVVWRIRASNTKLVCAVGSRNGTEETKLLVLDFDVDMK
Numbers without * were called inactive.

SMILES	GPR151 ag	MITF inh	TEAD-YAP inh	FBW7 act
Cc1cc2ccccc2n1CCNC(=O)c1ccc(Cl)cc1	1.4	-4	0	0.0
Cc1n[nH]c(C)c1S(=O)(=O)N1CCN(c2ccc(F)cc2)CC1	-0.1	2	-5	-0.1
CCOCCCNC(=O)CCNS(=O)(=O)c1ccc(Cl)cc1	1.4	4	10	-0.1
O=C1NC(=S)S/C1=C\c1ccc(O)c(O)c1	-0.8	55*	-4	-0.6
NC(=O)CC[C@H](NC(=O)c1ccc(F)cc1)C(=O)Nc1ccc(F)c(F)c1	-0.8	-19	9	0.0
CCc1ccc(CN2CCC(C(=O)N3CCN(CC)CC3)CC2)cc1	-0.1	45	-3	0.0
Cc1c(N=Cc2cccc(O)c2O)cccc1[N+](=O)[O-]	0.6	8	-17	0.0
O=C1CC(c2ccccc2F)c2cc(Br)c3ccccc3c2N1 (stereo not given)	2.1	0	-6	0.4
O=C(NCCN1CCOCC1)c1cccc(C(=O)N2CCC(Nc3ccccc3Cl)CC2)c1	0.4	5	0	0.0
O=C(O)CCc1ccc(-c2cnc3ccc(NCC4CC4)nn23)cc1	0.3	11	-7	0.3

Profiles, quoted from the list:
Cc1n[nH]c(C)c1S(=O)(=O)N1CCN(c2ccc(F)cc2)CC1 reads GPR151 ag: -0.1; MITF inh: 2; TEAD-YAP inh: -5; FBW7 act: -0.1
Cc1c(N=Cc2cccc(O)c2O)cccc1[N+](=O)[O-] reads GPR151 ag: 0.6; MITF inh: 8; TEAD-YAP inh: -17; FBW7 act: 0.0

Next part:
SMILES	GPR151 ag	MITF inh	TEAD-YAP inh	FBW7 act
Cc1ccc(S(=O)(=O)N2CCN(c3ccc([N+](=O)[O-])c(NCCOc4ccccc4)c3)CC2)cc1	-1.1	-9	-4	0.1
O=C(CSc1ncccn1)N1c2ccccc2Sc2ccccc21	-0.5	16	6	0.1
Fc1ccccc1-c1nc(-c2ccccc2)no1	-4.4	1	-35	-0.1
Cc1ccc(C2CC(=O)Nc3c2cc(Br)c2ccccc32)cc1[N+](=O)[O-] (stereo not given)	-1.2	-6	-5	0.9
Cc1cc(NCCCN2CCCC2=O)n2nc(C)c(-c3ccc(F)cc3)c2n1	1.0	-11	-3	0.0
CC(=O)Cc1nsc(Nc2ccc3c(c2)OCCO3)n1	-1.6	7	-45	0.1
O=c1oc(-c2ccc(Br)cc2)nc2ccccc12	-8.1	-13	-36	0.0
O=C(CSc1nnnn1-c1ccc2c(c1)OCO2)N1CCc2ccccc21	-0.5	10	-7	-0.1
CCN(CC)C(=O)/C(=C/c1ccccc1)c1ccccc1	-0.8	3	2	0.1
Cc1cn2c3c(=O)n(C)c(=O)n(C)c3nc2n1-c1ccccc1F	-1.3	-2	5	-0.1
CCOc1ccc(NC(=O)CSc2nnnn2C2CCCCC2)cc1	-0.6	7	7	0.0
CCOC(=O)c1sc(NC(=O)c2cncc(Br)c2)c(C(=O)OCC)c1C	0.9	4	12	0.1
CCc1ccc(C2=NC(c3ccc(OC)c(Br)c3)NC(c3cc(Cl)ccc3O)C2)cc1 (stereo not given)	3.8	-5	14	-0.2
Cc1ccc(CNC(=O)CSc2nc3ccsc3c(=O)n2NC(=O)c2ccccc2)cc1	1.0	-6	-25	-0.1
N#Cc1c(NC(=O)c2ccccc2C(=O)O)sc2c1CCCC2	-1.7	0	1	0.0
Cc1c(NC(=O)Cc2ccccc2)cccc1-c1nc2ncccc2o1	-0.1	-10	-11	-0.1
CC(=O)c1ccc(NC(=O)CSc2nc3ccc(NC(=O)c4ccc(Br)cc4)cc3s2)cc1	-1.4	10	-2	0.2
Cc1ccccc1Cn1ccc(NC(=O)c2noc(C(C)C)c2[N+](=O)[O-])n1	0.8	19	-17	0.5
COc1cc([N+](=O)[O-])cc(C=Nc2cccc(Cl)c2)c1O	-1.6	1	-5	-0.1
CCn1cnc2sc(C(=O)Nc3cc(Oc4ccc(Cl)c(C)c4)cc([N+](=O)[O-])c3)c(C)c2c1=O	0.0	-2	-3	0.0
Fc1ccc(CN2CCc3nnc(C4CCCO4)n3CC2)c(F)c1 (stereo not given)	-0.7	6	9	-0.1
N#Cc1ccc(C(=O)Nc2ccc(N3CCCCC3)cc2)c(F)c1	2.2	3	-2	0.1
Cn1c(=O)c2cc(N3CCCCC3)nnc2n(C)c1=O	0.7	-2	4	-0.2
CCOC(=O)CC(=O)CSc1nc2c(sc(=S)n2-c2ccccc2C)c2nc3ccccc3n12	-0.2	2	-5	-0.1
NC(=O)Nn1c(CCC(=O)O)ccc1-c1ccc(F)cc1	-0.6	-17	0	-0.1
COc1ccc(CCN(C)C2CCCN(C(=O)C3CCOCC3)C2)cc1OC (stereo not given)	0.2	10	3	0.0
Cc1ccccc1CSCC(=O)NCCSC(C)(C)C	0.0	-20	-41	0.1
CCCNC(=O)c1ccc(-c2c(C)nn(C)c2C)s1	0.7	0	-8	-0.1
COC(=O)C1(N2CCOCC2)/C(=C(\O)c2ccccc2)C(=O)C(=O)N1c1ccccc1 (stereo not given)	-0.9	-1	-27	0.0
Cc1nn(-c2cc(N3CCN(C)CC3)ccc2[N+](=O)[O-])c(=O)c2ccccc12	0.6	-3	9	0.0
CN(C)C(=O)[C@H](O)[C@@H](O)C(=O)N1CCCN(S(=O)(=O)c2cccc3cnccc23)CC1	-0.8	9	-1	0.4
CCOc1cccc(/C=C2\SC(=S)N(Cc3cccnc3)C2=O)c1O	1.9	10	3	-0.2
Cc1ccc2nc(-c3ccncc3)c(Nc3ccccc3)n2c1	2.1	7	-40	0.7
COc1cccc(CNC(=O)c2cnn3c(C)c(Cc4cccc(Cl)c4)c(C)nc23)c1	1.5	4	10	0.0
CCCc1cc(=O)oc2c(C)c(OC3CCCCC3=O)ccc12 (stereo not given)	0.5	-6	0	0.0
CCCCn1nnc(NC(=O)c2ccccc2[N+](=O)[O-])n1	2.5	1	4	-0.2
O=C(NOCc1ccccc1)Nc1ccc([N+](=O)[O-])cc1	-0.2	7	-18	0.2
CCCN1C(=O)/C(=C/c2cc(OCC)c(OC)cc2C)NC1=S	1.4	4	-1	-0.1
CCCCc1ccc(NC(=O)C(=O)NCCN2CCN(Cc3ccc([N+](=O)[O-])cc3)CC2)cc1	1.6	7	16	0.0
CN(C)c1ccc(/C=N/NC(=O)C23CC4CC(CC(C4)C2)C3)cc1	-1.2	13	-43	0.3
CCCn1cc(SCC(=O)Nc2ccccc2C(F)(F)F)c2ccccc21	-0.8	8	-2	-0.1
CC(C(=O)Nc1ccccc1F)N1Cc2ccccc2C1=O (stereo not given)	-0.7	7	4	0.3
NS(=O)(=O)c1cc(C(=O)NCC2COc3ccccc3O2)ccc1Cl (stereo not given)	0.5	5	-2	0.0
COc1ccc(C2=NN(C(=O)CSc3ccc(C)cc3)C(c3cccc(OC)c3OC)C2)cc1 (stereo not given)	-1.2	14	0	0.1
COc1cccc(C(=O)NCC(=O)N/N=C/c2cccc([N+](=O)[O-])c2)c1	-0.2	-1	3	-0.1
O=C1CC(c2ccccc2)CC2=C1C(c1cccc(Br)c1)Nc1ccc(C(=O)c3ccccc3)cc1N2 (stereo not given)	-0.1	-9	-5	0.0
Cc1noc(C)c1-c1ccc(C(=O)NCc2ccccc2)s1	0.1	-1	-14	0.3
c1ccc(-c2cc(N3CCCCC3)ncn2)cc1	-1.1	-11	-66	-0.1
Cc1cc(C(F)(F)F)c(C#N)c(SCC(=O)c2ccccc2)n1	0.1	-12	-4	0.4
CSc1ccc(CNCC(O)c2ccccc2)cc1 (stereo not given)	0.3	-22	6	0.1
Continued:
SMILES	GPR151 ag	MITF inh	TEAD-YAP inh	FBW7 act
CCOC(=O)CCn1c(=O)c2c(nc3n(-c4ccc(C)c(C)c4)c(C)c(C)n23)n(C)c1=O	0.0	13	5	0.1
O=C(CN1CCC(O)CC1)N1c2ccccc2Sc2ccc(C(F)(F)F)cc21	8.4*	-3	-16	0.0
CCN1CC=C2C(C#N)=C(N)C(C#N)(C#N)C(c3c(OC)ccc4ccccc34)C2C1 (stereo not given)	5.6*	9	-8	-0.2
CCOC(=O)c1sc2nc(Cc3ccccc3)nc(NCC3CCCO3)c2c1C (stereo not given)	-2.0	-10	8	-0.2
Cc1noc(C)c1COC(=O)CC(c1ccccc1)c1ccccc1	-0.4	-13	-2	-0.1
S=c1oc(-c2ccco2)nn1CN1CCc2ccccc2C1	-0.3	6	7	0.2
Cc1[nH]c2ccc(C(=O)N3CCOc4ccc(C(O)c5ccccn5)cc4C3)cc2c1C (stereo not given)	-0.5	16	10	0.2
CC(=O)NCCC(=O)Nc1ccc(N(c2ccccc2)C(C)C)cc1	-0.9	6	4	0.0
Cn1c2[n+](c3ccccc3c1=O)Cc1ccccc1-2	2.3	1	3	0.1
NC(c1nc2ncc(-c3ccncc3)cc2[nH]1)c1ccc(F)cc1F (stereo not given)	-0.5	46	-11	3.5*

Fetched by structure from the entries so far (six):
SMILES	GPR151 ag	MITF inh	TEAD-YAP inh	FBW7 act
CCCNC(=O)c1ccc(-c2c(C)nn(C)c2C)s1	0.7	0	-8	-0.1
CCOC(=O)c1sc2nc(Cc3ccccc3)nc(NCC3CCCO3)c2c1C (stereo not given)	-2.0	-10	8	-0.2
Cc1noc(C)c1-c1ccc(C(=O)NCc2ccccc2)s1	0.1	-1	-14	0.3
Cc1ccc2nc(-c3ccncc3)c(Nc3ccccc3)n2c1	2.1	7	-40	0.7
COc1cccc(C(=O)NCC(=O)N/N=C/c2cccc([N+](=O)[O-])c2)c1	-0.2	-1	3	-0.1
Cn1c2[n+](c3ccccc3c1=O)Cc1ccccc1-2	2.3	1	3	0.1

The list continues.
SMILES	GPR151 ag	MITF inh	TEAD-YAP inh	FBW7 act
O=[N+]([O-])c1ccccc1Sc1cc2c(N3CCOCC3)ncnc2s1	0.0	2	-6	0.0
Cc1cc2c(c(=O)[nH]1)C(=O)O/C2=C\c1cccnc1	1.0	-2	-6	-0.2
Cn1cc(C(=O)N2CCCC(c3[nH]ncc3Cc3ccccc3)C2)c(=O)c2ccccc21 (stereo not given)	-0.5	-4	2	0.1
CCCCNc1c(CN2CCCCC2)c(=O)oc2ccccc12	-1.6	17	7	0.1
COC(=O)c1ccc(CN2CCC(n3nccc3NC(C)=O)CC2)cc1	-0.1	7	-8	0.0
CCC(=O)Nc1nnc(Cc2ccccc2C)s1	0.7	9	11	0.2
NS(=O)(=O)c1ccc(NC(=O)c2nc(-c3ccc(Cl)cc3)n3c2CCCCC3)cc1	-1.2	-10	14	0.1
Cc1cc(CN(C)Cc2c(C(=O)N3CCN(C4CCCCC4)CC3)nc3ccccn23)n[nH]1	-0.2	14	-3	-0.1
Cc1nn(-c2ccccc2)c(Cl)c1/C=N/NC(=O)CSc1n[nH]c(=O)[nH]c1=O	-0.1	17	8	0.1
O=C(Nc1ccc2oc(-c3cccc4c(Br)cccc34)nc2c1)c1ccc(Cl)cc1Cl	-0.6	-12	-7	0.2
O=C(O)c1cc(-c2ccco2)nc2cc3ccccc3cc12	-0.1	-2	4	-0.3
Cc1ccc(CSCCNS(=O)(=O)c2ccccc2)cc1	-1.4	8	2	0.3
CCN(CC)CCN1CCN(c2ncc(-c3ccc(OC)cc3OC)n3ccnc23)CC1	-0.3	7	8	0.0
CN(CC1COc2ccccc2O1)C(=O)c1ccc2[nH]c(=O)c(=O)[nH]c2c1 (stereo not given)	-0.6	16	-16	0.1
CS(=O)(=O)N1CCN(c2ccc([N+](=O)[O-])c(NCc3ccccc3)c2)CC1	3.1	15	4	0.0
O=C(Nc1nnc(SCC(=O)N2CCOCC2)s1)c1ccc(Cl)cc1Cl	-1.1	13	25	-0.1
CCOC(=O)Nc1cccc(O)c1	2.3	1	17	0.0
NC(=O)CNC(=O)CNC(=O)c1ccccc1	0.3	2	-4	-0.1
O=C(Nc1nc(-c2ccc(F)cc2)cs1)c1cc(Cl)ccc1[N+](=O)[O-]	-0.4	15	-4	0.2
COc1ccc(C)cc1N(CC(=O)Nc1cccc2ccccc12)S(C)(=O)=O	0.4	0	-2	0.1
O=C(Nc1nc(-c2ccccc2)cs1)c1ccccc1[N+](=O)[O-]	1.8	8	6	0.1
COc1ccc(CN2CCNC(=O)C2CC(=O)NC2C3CC4CC(C3)CC2C4)cc1OC (stereo not given)	-1.0	12	-8	0.1
O=C(OCc1cccc([N+](=O)[O-])c1)C1=COCCO1	-1.4	17	-9	0.0
CC(=O)Oc1ccc(C2C(C(=O)OCCc3ccccc3)=C(C)NC3=C2C(=O)CCC3)cc1 (stereo not given)	0.1	1	10	0.0
Cc1ccc(NC(=O)CCC(=O)N/N=C/c2ccc(O)cc2)cc1	0.6	-6	0	0.1
CC(C)C(=O)Nc1nnc(-c2ccco2)s1	0.0	1	-31	0.2
Cc1occc1C(=O)N=NC(=O)c1ccc2c(O)n(Cc3ccccc3)c(O)c2c1	-1.5	16	-8	0.3
Cc1ccc(S(=O)(=O)N2CCOCC2)cc1C(=O)Oc1ccc([N+](=O)[O-])cc1	1.2	-3	-1	-0.2
CC1=CC2=NC(=O)CC(C)(C(=O)N(CC(=O)NC3CCCC3)C3CCCC3)N2C=C1 (stereo not given)	-0.1	6	2	0.5

Ordered by length of the SMILES (highest first): some entries from above
SMILES	GPR151 ag	MITF inh	TEAD-YAP inh	FBW7 act
CC1=CC2=NC(=O)CC(C)(C(=O)N(CC(=O)NC3CCCC3)C3CCCC3)N2C=C1 (stereo not given)	-0.1	6	2	0.5
O=C(OCc1cccc([N+](=O)[O-])c1)C1=COCCO1	-1.4	17	-9	0.0
CC(C)C(=O)Nc1nnc(-c2ccco2)s1	0.0	1	-31	0.2

Rows are unselected; 3.4% or so of the library scored in one or more.
